High-throughput results as filed in PubChem.
14-3-3g Raf = 14-3-3 gamma protein interaction modulation | FP, 14-3-3gamma / TMR-pS259-Raf peptide binding | inhibition, % at 40 µM | hit rate 0.19% among 160,000 | AID 422; in the data active = inhibition above about 30%;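 also: 0% = protein plus tracer without compound and 100% = blank with tracer alone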
Target sequence (P61981 whole entry, looked up): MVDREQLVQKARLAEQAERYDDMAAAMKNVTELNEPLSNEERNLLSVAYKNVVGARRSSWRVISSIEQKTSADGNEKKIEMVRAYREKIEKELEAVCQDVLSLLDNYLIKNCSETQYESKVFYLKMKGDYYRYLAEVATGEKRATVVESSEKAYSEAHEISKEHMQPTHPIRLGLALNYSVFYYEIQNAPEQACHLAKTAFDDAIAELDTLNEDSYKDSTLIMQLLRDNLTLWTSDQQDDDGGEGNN
Active calls of the source: *; & = joins results of further samples. The list is partial, so the mix of outcomes need not match the whole.

Compound | 14-3-3g Raf
CC(C)N(Cc1ccccc1)S(=O)(=O)c1ccc(C(=O)Nc2nnc(-c3ccccc3Cl)o2)cc1 | 3
COc1cccc(C2(O)CCN(C(=O)C3CCC3)CC2)c1 | -9
CCOC(=O)C1CCN(c2ncnc(N)c2[N+](=O)[O-])CC1 | -2
C=CCN1C(=O)C(O)(CC(=O)c2ccc3c(c2)OCO3)c2cc(Br)ccc21 (centres undefined) | -11
COc1ccc(C2C(C#N)=C(N)Oc3cc(O)ccc32)cc1OC (centres undefined) | -35
Cc1cccc(OCC(=O)NCCN2CCOCC2)c1 | -6
C[C@@H]1C[C@H]2[C@@H]3C[C@H](F)C4=CC(=O)C=C[C@]4(C)[C@@]3(F)[C@@H](O)C[C@]2(C)[C@@]1(O)C(=O)CO | 1
O=C(O)c1cccc(NC(=O)c2ccccc2)c1 | -6
COc1ccc(Cc2noc(-c3ccc(OC)c(OC)c3)n2)cc1OC | 7
CCCCOc1ccc(OC(=O)c2cccnc2)cc1 | -8
O=C(NCc1ccc(F)cc1)C(Cc1ccccc1)NS(=O)(=O)c1cccs1 (centres undefined) | -7
COc1ccccc1NC(=O)CSc1nc2[nH]ncc2c(=O)n1-c1ccc(Cl)c(C)c1 | -18
CCOC(=O)c1cnc2ccc(OCC)cc2c1Nc1ccc2c(c1)OCO2 | 2
CCN1CCc2nc(SCC(=O)Nc3ccc(OC)cc3)c(C#N)cc2C1 | -8&-38
COc1cccc2c(=O)n(CC(=O)Nc3cccc(F)c3)ccc12 | -2
CC1=NN(c2ccccc2)C(=O)C1C(c1cccc(Cl)c1)C(C#N)C#N (centres undefined) | -7
c1ccc(OCCN(Cc2nc3ccccc3[nH]2)C2CCCCC2)cc1 | -17
O=C(NCc1ccc(Cl)cc1)c1ccc2c(c1)[nH]c(=S)n1c3ccccc3nc21 | -4
CCNC(=O)c1cc2c(=O)n3cccc(C)c3nc2n(CCc2ccccc2)c1=N | -3&-29
COc1ccccc1NC(=O)CSc1oc(-c2ccco2)nc1S(=O)(=O)c1ccc(Br)cc1 | -85
O=C(NCc1ccc2c(c1)OCO2)C1CCCN(S(=O)(=O)c2ccc(Br)s2)C1 (centres undefined) | -17
CCOc1ncccc1C(=O)OCCN1C(=O)c2ccccc2C1=O | -9
O=C(C1CC1)N1CCc2cc(Br)cc(S(=O)(=O)NCc3cccnc3)c21 | -1
C=CCNC(=O)c1c(NC(=O)c2ccco2)sc2c1CCC(C(C)(C)C)C2 (centres undefined) | -12
Cn1c(=O)c2c(nc(SCc3nn[nH]n3)n2Cc2ccccc2F)n(C)c1=O | 3
O=C(CN1C2=NCCN2c2ccccc21)c1ccc(F)cc1 | -2
CCCN1CCN(C(=O)Cn2cnc3sc(C)c(C)c3c2=O)CC1 | 6
Cc1c(Cl)cccc1-c1ccc(C(=O)Nc2ccc(F)cc2)o1 | -6
COc1ccc(CSc2ccccn2)cc1[N+](=O)[O-] | -3
CN1CCN(Cc2nc3c(c(=O)n(C)c(=O)n3C)n2Cc2cccc3ccccc23)CC1 | -3
COC(=O)c1ccc(OC)c(CSc2nnc(COc3ccccc3)o2)c1 | -8
Cc1c(C(=O)NC2CCCCC2)oc2ccc(S(=O)(=O)N3CCCC3)cc12 | -8
O=C(CSc1c[nH]c2ccccc12)Nc1ccc2c(c1)OCCO2 | 6
N=c1oc2ccc([N+](=O)[O-])cc2cc1C(=O)Nc1cccc(C(F)(F)F)c1 | -119
COc1ccc(S(=O)(=O)Nc2ccc3oc(C)c(C(=O)O)c3c2)cc1 | -7
CCCc1ccc(-c2ccc(C(=O)Oc3ccccc3)cc2)nc1 | -4
CC(=O)c1cccc(Nc2nc(-c3c(C)nc4sccn34)cs2)c1 | -2
COc1cc(C(=O)O)ccc1OCC(=O)N1CCOCC1 | -4
COc1cc([N+](=O)[O-])ccc1NC(=O)c1cc2ccccc2oc1=O | -3
CCCC12CN3CC(C)(CN(C1)C3c1ccc(OC)c(OC)c1)C2=O (centres undefined) | -5

Of the compounds above, three contain a cyano group.
Compound | 14-3-3g Raf
COc1ccc(C2C(C#N)=C(N)Oc3cc(O)ccc32)cc1OC (centres undefined) | -35
CCN1CCc2nc(SCC(=O)Nc3ccc(OC)cc3)c(C#N)cc2C1 | -8&-38
CC1=NN(c2ccccc2)C(=O)C1C(c1cccc(Cl)c1)C(C#N)C#N (centres undefined) | -7

(list continues)
Compound | 14-3-3g Raf
Brc1ccc(CNc2ccc3c(c2)ncn3-c2ccccc2)cc1 | -3
O=C(CN1C(=O)CSc2ccccc21)NCCCN1CCCCC1 | -1
CCc1ccc(NC(=O)N(C(C)C)C2CCN(C(C)=O)CC2)cc1 | -5
CN(C)c1ccc(-c2nc3cc(N=Cc4cc(Br)ccc4O)ccc3o2)cc1 | -4
COc1cccc(OC)c1C(=O)Nc1nc2c(s1)CCc1ccccc1-2 | 6
CCN(CC)S(=O)(=O)c1cccc(C(=O)Nc2nccs2)c1 | -2
COc1ccc(C2CC(=O)C3=C(C2)NC(C)=C(C(=O)Nc2ccc(C)cc2)C3c2ccc(N(C)C)cc2)cc1OC (centres undefined) | -2
C=CCn1c(SCC(=O)Nc2ccc3c(c2)OCO3)nc2sc(C)c(C)c2c1=O | 9
O=C(COc1ccccc1[N+](=O)[O-])Nc1ccc(C(=O)OC2CCCCC2)cc1 | -17
O=C(O)c1ccc2c(c1)c1c3n2CCNC3CCC1 (centres undefined) | -92
CCCNC(=O)CCNC(=O)c1cccs1 | 10
O=C1CCCCCN1C(=O)c1ccc(C(=O)N2CCCCCC2=O)cc1 | -4
Cc1ccc(-n2c(=O)c3sccc3n(CC(=O)NCc3ccco3)c2=O)cc1 | 0
COc1ccccc1OCc1nc(C#N)c(N2CCC(C(N)=O)CC2)o1 | -4
O=C(Cc1ccc(Cl)cc1)Nc1cccc2nsnc12 | -44
O=C(O)C1CC=CCC1C(=O)NCc1cn2ccccc2n1 (centres undefined) | -1
N#Cc1ccccc1Cn1c(=O)n(-c2cccc(C(F)(F)F)c2)c(=O)c2sccc21 | -1
COCCCNC(=O)CC1Oc2ccccc2NC1=O (centres undefined) | -6
Cc1cccc(NC(=O)c2ccc(NCc3ccc(F)cc3)c([N+](=O)[O-])c2)c1 | -4
Cc1ccc(NC(=O)c2cnn(-c3ccccc3)c2NC(=O)c2ccco2)cc1C | 7
COC(=O)c1ccc(Oc2cc(C)nc(NCc3ccccc3)n2)cc1 | 0&7
CSc1ccccc1NC(=O)c1nn2c(C(F)(F)F)cc(-c3cccs3)nc2c1Br | 0
CCC(C)NC(=O)C1c2ccccc2C(=O)N(CCOC)C1c1ccc(F)cc1 (centres undefined) | -2
COc1ccc(N(Cc2cc3cc(OC)ccc3[nH]c2=O)C(=O)C2CCCO2)cc1 (centres undefined) | -7
C=CCC1(Nc2ccccc2)CCCCC1 | 6
Cc1ccc(-c2nn(CC(=O)Nc3ccc4c(c3)nc3n4CCOC3)c(=O)c3ccccc23)cc1 | -1
O=C(Nc1ccc2c(c1)Cc1cc(NC(=O)c3cccc([N+](=O)[O-])c3)ccc1-2)c1cccc([N+](=O)[O-])c1 | -8
CCOc1cc2c(cc1OCC)C1C(C(=O)N3CCOCC3)c3ccccc3C(=O)N1CC2 (centres undefined) | -356
Clc1ccccc1-c1nc(N2CCOCC2)c2ccccc2n1 | -2
Nc1ccc(-c2cc(-c3ccccc3)c3c(ccc4ccccc43)n2)cc1 | 1
CC(=O)Oc1ccc(C2C(C(=O)OCCc3ccccc3)=C(C)NC3=C2C(=O)CC(C)(C)C3)cc1 (centres undefined) | 6
CC12CCC(C(=O)N3CCc4ccccc43)(CC1=O)C2(C)C (centres undefined) | -6
Cc1ccc(S(=O)(=O)N(CCN2C(=O)c3ccccc3C2=O)CCN2C(=O)c3ccccc3C2=O)cc1 | -17
COc1ccccc1NC(=O)CSc1nnc(Cc2cccn2C)n1-c1ccc(F)cc1 | -5
CCOc1ccccc1C(=O)N1CCc2cc(OC)c(OC)cc2C1COc1ccc2c(C)cc(=O)oc2c1 (centres undefined) | 2
NC(=O)c1ccc(NC(=O)CCCc2nc(-c3ccccc3Cl)no2)cc1 | -13
CCCCNc1nc(N(C)c2ccccc2)nc(-n2ccnc2)n1 | 2
N#Cc1c(-n2cccc2/C=N/O)sc2c1CCCC2 | 3
COc1ccc(C2C(C(=O)Nc3ccc(C)cn3)=C(C)NC3=C2C(=O)CCC3)c(OC)c1 (centres undefined) | 4
CCn1c(=N)n(CC(O)c2cccs2)c2ccccc21 (centres undefined) | 23

For reference, some entries already given.
Compound | 14-3-3g Raf
COC(=O)c1ccc(Oc2cc(C)nc(NCc3ccccc3)n2)cc1 | 0&7
CSc1ccccc1NC(=O)c1nn2c(C(F)(F)F)cc(-c3cccs3)nc2c1Br | 0
CCC(C)NC(=O)C1c2ccccc2C(=O)N(CCOC)C1c1ccc(F)cc1 (centres undefined) | -2
COc1ccc(N(Cc2cc3cc(OC)ccc3[nH]c2=O)C(=O)C2CCCO2)cc1 (centres undefined) | -7
C=CCC1(Nc2ccccc2)CCCCC1 | 6
Cc1ccc(-c2nn(CC(=O)Nc3ccc4c(c3)nc3n4CCOC3)c(=O)c3ccccc23)cc1 | -1

Next compounds follow.
Compound | 14-3-3g Raf
O=C(Nc1sc2c(c1C(=O)Nc1ccc(Cl)cc1)CCCC2)c1ccc([N+](=O)[O-])cc1 | -14
COc1cccc(-n2c(SC3CCOC3=O)nc3ccccc3c2=O)c1 (centres undefined) | -5
CC(=O)Nc1ccc(S(=O)(=O)NC(CC(=O)N(C)Cc2ccccc2)C(C)C)cc1 (centres undefined) | 0
O=C(NCC(CN1CCOCC1)([N+](=O)[O-])[N+](=O)[O-])c1ccccc1 | 1
COc1ccc2noc3c2c1C(=O)c1ccccc1-3 | -14
CC(C)N(C(=O)Cc1c(O)c2ccccc2[nH]c1=O)C(C)C | -5
Cc1cccc(NC(=O)c2sc(N)nc2-c2ccc([N+](=O)[O-])cc2)c1 | 1
O=C(Nc1sc2c(c1C(=O)Nc1ccccc1Cl)CCC2)c1ccccc1F | -14
CC1CCN(C(=O)Cn2c3ccccc3c(=O)c3ccccc32)CC1 | -11
Cc1cc(C)cc(NC(=O)CSc2nc(C)cc(=O)[nH]2)c1 | 0
Cc1ccc(C)c(CN2C(=O)CSc3ccc(C(=O)NCCN4CCOCC4)cc32)c1 | -8
CCC(=O)N1CCc2cc(S(=O)(=O)CCC(=O)Nc3ccccc3CC)ccc21 | 0
O=C(NCc1cccnc1)c1cc(=O)[nH]c2ccc(S(=O)(=O)N3CCCC3)cc12 | 2
CCn1c(SCC(=O)NC(C)(C)C)nc2c1c(=O)n(C)c(=O)n2C | -1
Cc1ccccc1NS(=O)(=O)c1cccc(C(=O)Nc2cccc(C(=O)O)c2)c1 | -4
O=C(NCc1ccc2c(c1)OCO2)c1ccc2c(c1)OCO2 | -1
O=C(Cn1c(=O)oc2cc(Cl)ccc21)NCc1cccs1 | 11
Cc1nn(C)c(C)c1S(=O)(=O)N1CCC(C(=O)N2CCc3ccccc32)CC1 | 2
Cc1ccc2c(c1)N(CCC(=O)NCCCN1CCCC1=O)C(=O)CO2 | 2
CCOC(=O)Cn1c(=O)c2c(nc(N3CCCCC3)n2Cc2ccccc2)n(C)c1=O | -7
Cc1cccc(NC(=O)c2cc(S(=O)(=O)NCc3ccccc3Cl)ccc2F)c1 | -3
COc1ccc(C2CC(C(F)(F)F)n3ncc(C(=O)Nc4ccc(C#N)cc4)c3N2)cc1OC (centres undefined) | -13
COc1ccc(C2CC(c3ccccc3OC(F)F)n3nnnc3N2)cc1 (centres undefined) | -1
CCN1C(=O)CC(C(=O)Nc2ccccc2)SC1=Nc1ccc(Cl)cc1 (centres undefined) | -2
COc1cc2c(cc1OC)C(C(=O)N1CCC(C)CC1)C(c1ccc(SC)cc1)N(C)C2=O (centres undefined) | -2
COc1ccc(C(=O)COC(=O)CCn2nnc(-c3cccs3)n2)cc1 | 0
CN(C)c1ccc(NC(=O)C(C)(C)Oc2ccc(Cl)cc2)cc1 | -5
Cc1cc(C(=O)Nc2ccccn2)no1 | -3
CS(=O)(=O)N(CC(=O)Nc1ccccc1)c1cc(C(F)(F)F)ccc1Cl | -5
CCn1ncc(C2=NOC(C(=O)N3CCN(c4ccccc4)CC3)C2)c1C (centres undefined) | -5
COc1ccccc1C1/C(=C(/O)c2ccc(Cl)cc2)C(=O)C(=O)N1CCN1CCOCC1 (centres undefined) | -6
CCOC(=O)C(C(=O)OCC)=C1OC(=O)c2ccccc21 | 16
N#Cc1c(N)nc(SCC(=O)OCc2ccccc2)c(C#N)c1-c1ccco1 | -12
Cc1ccccc1CN1C(=O)CSc2ccc(C(=O)NCc3ccccc3)cc21 | -8
CCc1ccc(C2CC(c3ccc(C)cc3)n3nc(N)nc3N2)cc1 (centres undefined) | 5
CCOC(=O)CC1=NS(=O)(=O)c2ccccc2N1 | -3
C/C(=C1\SC(N2CCOCC2)=NC1=O)c1ccccc1 | -2
COc1ccc(NC(=O)CN(c2ccccc2OC)S(C)(=O)=O)cc1Cl | 0
COc1ccc(-n2nc(C(=O)NCCC3=CCCCC3)c3ccccc3c2=O)cc1 | -17
CC(=O)N1CCc2cc(Br)cc(S(=O)(=O)CCC(=O)NC3CCCC3)c21 | -2
Cc1ccc(NS(=O)(=O)c2cccnc2)cc1 | -9
O=C(c1cc2c(s1)CCCCC2)N1CCN(c2ncccn2)CC1 | -1
CC(C)C(=O)N1CCN(c2nc(C(C)C)c3c(c2C#N)CC(C)(C)OC3)CC1 | -4
CN(C(=O)c1cccc(C#N)c1)c1nnc(C2CCOC2)s1 (centres undefined) | -2
CCCn1nnc(NC(=O)c2ccccc2Br)n1 | -11
O=C(CSc1nc2c([nH]c3ccccc32)c(=O)n1-c1ccc([N+](=O)[O-])cc1)NC1CCCCC1 | -3
NC(=O)c1ccc[n+](CC(=O)c2ccc(NC(=O)c3ccccc3)cc2)c1 | 1
O=C(O)c1ccccc1NS(=O)(=O)c1ccccc1C(F)(F)F | 5
Clc1ccc(Oc2cccc(/C=N/n3cnnc3)c2)cc1 | -4
